# hcGAS lum – inhibitors of human cGAS | recombinant h-cGAS, ATP depletion, Kinase-Glo luminescence | inhibition, % at 12.5 µM | 0.081% of 290,000 active;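 further: 0% = vehicle reaction and 100% = reaction without DNA for no activity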
# Target sequence (Q8N884 whole entry, looked up): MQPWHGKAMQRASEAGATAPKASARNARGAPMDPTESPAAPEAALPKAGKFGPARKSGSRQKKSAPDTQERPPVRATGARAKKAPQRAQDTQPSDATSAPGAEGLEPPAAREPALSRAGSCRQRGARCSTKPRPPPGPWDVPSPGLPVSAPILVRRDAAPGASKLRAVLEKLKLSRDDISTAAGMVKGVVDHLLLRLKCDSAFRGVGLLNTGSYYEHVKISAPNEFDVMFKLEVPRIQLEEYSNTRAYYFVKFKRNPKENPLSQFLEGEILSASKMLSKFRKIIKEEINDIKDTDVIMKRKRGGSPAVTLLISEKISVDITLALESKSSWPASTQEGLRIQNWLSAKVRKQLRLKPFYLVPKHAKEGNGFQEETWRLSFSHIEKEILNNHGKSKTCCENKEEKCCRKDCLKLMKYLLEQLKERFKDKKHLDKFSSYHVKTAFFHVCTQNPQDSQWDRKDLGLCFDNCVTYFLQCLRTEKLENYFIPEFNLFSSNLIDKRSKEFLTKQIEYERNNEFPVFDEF
# mcGAS lum – inhibitors of mouse cGAS; 0.15% of 160,000 active; inhibition, % at 12.5 µM; recombinant cGAS, Kinase-Glo ATP depletion luminescence; Q8C6L5;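 further: 0% = negative control wells and 100% = reference inhibitor with no enzyme activity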
# NPYLR7 ag – activates Aedes aegypti NPYLR7 receptor | HEK293T NPYLR7/Galpha15, GCaMP6s calcium fluorescence | activation, % at 10 µM | 0.15% of 270,000 active | AID 1259423; in the data active means activation above about 40%;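 further: 0% = vehicle and 100% = reference agonist at the receptor; some compounds past the cut are filed as inactive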
# Active calls of the source: *; · = no result given. Unless noted, no stated cut-off is given here; in the data, active means inhibition above about 40%; inactive means the rest.
Structure	hcGAS lum	mcGAS lum	NPYLR7 ag
CC(C)CNC(=O)c1coc(CN(CCc2c[nH]c3ccccc23)Cc2cccc(Oc3ccccc3)c2)n1	-7	-6	2
CN(CC(=O)Nc1ccccc1F)C(=O)c1ccccc1	-1	·	-3
O=C(CSc1nnc(CNC(=O)c2ccccc2C(F)(F)F)n1-c1ccc([N+](=O)[O-])cc1)Nc1nccs1	-4	·	-5
CN(C)CCCNc1ncnc2ccc(Br)cc12	5	·	3
CCCCCc1ccc(C(=O)N(CCC)CC(=O)Nc2cc(-c3ccccc3)nn2-c2ccc(Cl)cc2)cc1	-2	-6	21
O=C1c2ccccc2S(=O)(=O)N1CCSc1nnc(-c2c[nH]c3ccccc23)o1	-1	-1	12
CC(c1ccc(-c2ccc3cc[nH]c(=O)c3c2)cc1)N1CCOCC1 (stereo not given)	-6	·	0
Cc1cc(C(=O)N2CCC3(CC2)N=C(CC(C)C)NC3=O)c(C)o1	2	-1	2
O=C(NC(c1ccc(F)cc1)c1ccc(SCc2ccccc2)cc1)/C(=C/c1ccccc1)c1ccccc1 (stereo not given)	1	1	-8
COC(=O)[C@@H]1CCCN1C(=O)Cc1ccc(N2CCC(NCc3ccc4c(c3)OCO4)CC2)cc1	-2	-5	9
Nc1nc(SCc2csc(-c3ccc(Cl)cc3)n2)n[nH]1	-5	·	0
O=C(O)c1c[nH]c2ccc(S(=O)(=O)NCCc3nc(C(c4ccccc4)c4ccccc4)n[nH]3)cc2c1=O	-4	·	-6
CC(C)(C)c1ccc(S(=O)(=O)Nc2ccccc2C(=O)NCc2ccco2)cc1	-5	-6	7
CC1(C)CC(NC(=O)Cn2c(-c3ccc(Cl)cc3)nc3ccccc32)CCO1 (stereo not given)	-5	-4	0
CC(=O)c1cc(Cl)c(C)cc1O	3	·	-3
COc1ccc(OC)c(NC(=O)c2ccc(NC(C)C)nc2)c1	-4	-4	1
c1ccc(N2CCC(NCc3cc(-c4ccco4)on3)C2)cc1 (stereo not given)	-4	-19	2
COc1ccc(N(C)S(=O)(=O)c2ccc(OC)c(N3CCN(C(=O)c4ccco4)CC3)c2)cc1	0	2	-12
CC1=C(C)C(OCCCl)N(c2cc(O)c(Cl)cc2F)C1=O (stereo not given)	-10	·	1
CCc1nc2n(n1)C(=O)C(C(c1ccc(F)c(F)c1)N1CCCC1)S2 (stereo not given)	-6	-7	-1
O=C(Nc1ccc(-c2cscn2)cc1)C1CCCN1Cc1ccccc1 (stereo not given)	-12	·	5
O=C(NC(c1ccc(Cl)cc1)c1cnccn1)C1CCN(CCOc2ccc(F)cc2)CC1 (stereo not given)	1	0	-18
CC1=CC(C)(C)N2C(=O)C(=O)c3cc(C)cc1c32	-13	1	0
CC(CS(C)(=O)=O)N(C(=O)C1(C)CC1(Cl)Cl)C1CC1 (stereo not given)	-11	-16	-2

# Complete entries as entered above. Screens in order: hcGAS lum	mcGAS lum	NPYLR7 ag
# CCc1nc2n(n1)C(=O)C(C(c1ccc(F)c(F)c1)N1CCCC1)S2 (stereo not given) reads -6	-7	-1
# CC1=CC(C)(C)N2C(=O)C(=O)c3cc(C)cc1c32 reads -13	1	0
# COc1ccc(N(C)S(=O)(=O)c2ccc(OC)c(N3CCN(C(=O)c4ccco4)CC3)c2)cc1 reads 0	2	-12

# (further entries)
Structure	hcGAS lum	mcGAS lum	NPYLR7 ag
Clc1ncnc2c1oc1ccc(Br)cc12	-1	·	3
N#Cc1sc(=S)n(-c2ccccc2)c1N	-5	·	2
N#Cc1ccc(CSc2nnnn2C2CC2)cc1	-8	-6	0
CC1=C(c2ccc(F)cc2)N2CCS(=O)(=O)N=C2S1	-5	·	-1
O=C(CCl)Nc1ncc(Cc2ccccc2Cl)s1	-6	28	3
COC(=O)C1CC2(CCN(CC(=O)Nc3cccc(C#N)c3)CC2)c2ccccc21 (stereo not given)	4	·	1
O=c1c2cnc3ncnn3c2ccn1-c1cccc2ccccc12	-10	·	4
Cc1cc(CN(Cc2cc(C)no2)CC(CCl)n2cccn2)on1 (stereo not given)	-3	·	5
CNC(=O)CCc1csc(NC(=O)c2ccc[nH]c2=O)n1	0	-9	-13
Cc1cc(C)c2nc(NNC(=O)c3cc(=O)c4ccccc4o3)sc2c1	-7	-6	0
Cc1nc(N2CCN(C)CC2)c2sc(=S)n(C)c2n1	-7	·	-7
Cc1c(C(=O)N2CCN(CC(OCc3c(F)cccc3F)c3ccc(Cl)cc3)CC2)oc2ccccc12 (stereo not given)	-10	-8	3
O=C(NC(Cc1ccccc1)c1ccccc1)c1cc(-c2ccc3c(c2)OCO3)nc2ccccc12 (stereo not given)	1	-4	-1
CCCCN(CCC(=O)NC1CCN(Cc2ccccc2)CC1)c1nc(Cc2ccc(C)cc2)ns1	-4	-4	-4
CC(NC1(CN2CCOCC2)CCCCC1)C(=O)NC1CCCC1 (stereo not given)	-4	·	4
O=C(CN1C(=O)c2ccccc2C1=O)Nc1ccc(F)c(Cl)c1	5	2	-5
CCOc1cnn(-c2ccc(Cl)cc2)c(=O)c1Nc1ccc(C(=O)O)cc1	-4	-5	6
CCC(=O)Nc1cccc(C(=O)N(C)Cc2n[nH]c3c2CCCC3)c1	-5	-11	1
c1ccc(OCc2nn3c(Cn4nnc5ccccc54)nnc3s2)cc1	-5	-7	-1
CCOc1nc(-c2cccc(F)c2)n(-c2cccc(NC(=O)c3cccs3)c2)n1	-3	-4	-3
CCOCCCNC(=O)c1cc(NC(=O)c2ccccc2Br)ccc1N1CCN(c2ccccc2OC)CC1	-8	-4	-1
COC(=O)C[C@H]1C(C)(C)C(OC(C)=O)[C@]2(O)C=C3C4CC(=O)O[C@@H](c5ccoc5)[C@]4(C)CCC3[C@@]1(C)C2=O (stereo not given in full)	-2	-5	·
CC(C)NC(=O)N(Cc1nccn1Cc1cccc(Cl)c1)C1CC1	-5	-4	5
Clc1ccc(C2Oc3ccccc3C3=Nc4ncnn4C(c4ccc(Cl)cc4)C32)cc1 (stereo not given)	2	0	1

# Retrieved one by one from above, 4 records:
Structure	hcGAS lum	mcGAS lum	NPYLR7 ag
CCOc1cnn(-c2ccc(Cl)cc2)c(=O)c1Nc1ccc(C(=O)O)cc1	-4	-5	6
CCOCCCNC(=O)c1cc(NC(=O)c2ccccc2Br)ccc1N1CCN(c2ccccc2OC)CC1	-8	-4	-1
Clc1ccc(C2Oc3ccccc3C3=Nc4ncnn4C(c4ccc(Cl)cc4)C32)cc1 (stereo not given)	2	0	1
CCOc1nc(-c2cccc(F)c2)n(-c2cccc(NC(=O)c3cccs3)c2)n1	-3	-4	-3

# The listing continues:
Structure	hcGAS lum	mcGAS lum	NPYLR7 ag
C=C(C)Cn1c(SCC(=O)N/N=C\c2c(O)ccc3ccccc23)nnc1-c1ccc(Br)cc1	-1	·	-5
Cc1nn(C(C)C)c(C)c1N	-4	·	-10
Cc1cc(Br)ccc1NS(=O)(=O)c1ccc(OCC(=O)O)c(C)c1	-5	·	11
O=C(c1ccc([N+](=O)[O-])cc1)N(CC(=O)N1CCc2sccc2C1c1ccc(Cl)cc1Cl)CC1CCCO1 (stereo not given)	-5	-5	1
CCC(=O)N1c2ccccc2N=C2CC(c3ccccc3)CC(=O)C2C1c1ccc(Cl)cc1 (stereo not given)	-6	-4	-4
O=C(NC1=NCCS1)c1cc2ccccc2o1	-10	-1	15
CN1CCCC(CO)(Cc2ccccc2)C1 (stereo not given)	-9	·	1
CCOc1ncccc1-c1cccc(N)n1	-6	·	6
O=C(c1coc(CN(Cc2cccc(C(F)(F)F)c2)Cc2ccc(F)cc2F)n1)N1CCCC1	-4	-5	19
CCc1ccsc1C(=O)Nc1n[nH]c(-c2ccoc2)n1	-9	·	11
CC(C)N1C(=O)C(=NN2C(=O)CSC2=S)c2ccccc21	2	·	6
Cc1nc(CN2CCN(C(=O)CC3COCCN3)CC2)cs1 (stereo not given)	-6	·	-3
CCc1nc(N)sc1C(=O)N1CCCN(c2ccncc2C)CC1	-5	·	7

# Another view of some results above:
O=C(c1coc(CN(Cc2cccc(C(F)(F)F)c2)Cc2ccc(F)cc2F)n1)N1CCCC1
  hcGAS lum: -4; mcGAS lum: -5; NPYLR7 ag: 19

CCc1ccsc1C(=O)Nc1n[nH]c(-c2ccoc2)n1
  hcGAS lum: -9; mcGAS lum: ·; NPYLR7 ag: 11

CC(C)N1C(=O)C(=NN2C(=O)CSC2=S)c2ccccc21
  hcGAS lum: 2; mcGAS lum: ·; NPYLR7 ag: 6

Cc1nc(CN2CCN(C(=O)CC3COCCN3)CC2)cs1 (stereo not given)
  hcGAS lum: -6; mcGAS lum: ·; NPYLR7 ag: -3

# Screens as filed in PubChem BioAssay.

# Rows were taken by chance; about 0.27% have a hit in one of these screens.
